Bioassay records (PubChem)
Rpn11 block = inhibitors of human proteasome Rpn11 | O00487 | human 26S proteasome, Ub4-pepOG fluorescence polarization; 20S core pre-blocked with epoxomicin | calls only at 20 µM | actives 0.59% (n = 360,000) | AID 588493;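 active means inhibition at 20 µM, scaled to each plate's controls, above about 33%, limit read from the data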
MsrA inh = bovine MsrA inhibition; purified bovine MsrA, absorbance read-out; inhibition, % at 15.5 µM; actives 0.75% (n = 360,000); AID 651718; in the data active means inhibition above about 4.5%;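 further: 0% = vehicle wells with enzyme and 100% = reference inhibitor wells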
MT1-MMP act inh = MT1-MMP (human) activation inhibition; P50281; HT1080 RFP-PRO-GFP cells, GFP/RFP ratio fluorescence, overnight; percent of plate control window, DMSO zero; GFP/RFP ratio change, % at 20 µM; actives 0.061% (n = 360,000);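 active means GFP/RFP ratio change of at least 30% with cell ATP level not reduced by more than half and red fluorescence within 50% of control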; further: strong numbers were not always called active
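Test system: HT1080 cells expressing an RFP-PRO-GFP fluorescent reporter construct / Compound dosing: single-point 20 µM compound, 1% DMSO / Schedule: cells overnight before dosing, compound overnight, 37 °C, 5% CO2 / Evaluation: GFP/RFP fluorescence ratio / Control set: DMSO and RFP-L50D-GFP cell wells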
Rin1-Abl PPI inh = human Rin1-Abl interaction inhibition. P00519+Q13671. TR-FRET Rin1/Abl binding, biochemical. inhibition, % at 7.35 µM. actives 0.4% (n = 360,000). AID 588664; in the data active means inhibition above about 5%, passing the limit was not always enough
CSN deneddyl inh = inhibitors of human CSN-mediated cullin deneddylation; AID 651999; Purified CSN, SCF-Nedd8-OG deneddylation, fluorescence polarization; inhibition, % at 12.5 µM; actives 0.38% (n = 360,000);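 active means pattern-corrected inhibition above about 35%, with an unprinted fluorescence ratio check between 0.5 and 1.5, limit read from the data, passing the limit was not always enough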;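 further: 0% = enzyme with substrate and 100% = substrate without enzyme; some results filed as inactive read as strong as hits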
Target sequence (Q92905 whole entry, looked up, one chain of several): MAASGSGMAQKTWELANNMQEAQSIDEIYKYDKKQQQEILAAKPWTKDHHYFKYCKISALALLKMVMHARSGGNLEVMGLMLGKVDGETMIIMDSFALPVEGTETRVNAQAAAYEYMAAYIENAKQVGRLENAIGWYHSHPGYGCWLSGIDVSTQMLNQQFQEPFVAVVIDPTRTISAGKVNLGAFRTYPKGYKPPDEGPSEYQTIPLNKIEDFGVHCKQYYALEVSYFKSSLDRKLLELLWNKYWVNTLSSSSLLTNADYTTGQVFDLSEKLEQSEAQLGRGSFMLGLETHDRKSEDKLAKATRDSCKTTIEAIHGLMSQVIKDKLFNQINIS
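Schedule: reaction 90 min, room temperature / Assay system: HEK293T-derived human Csn5 enzyme / Input: Csn5 at 0.24 nM final / Measure: inhibition of Csn5 cleavage, % / Control set: substrate-only high control, full reaction low control / Technique: fluorescence polarization of the substrate / Buffer or medium: Tris/NaCl/DTT buffer, pH 7.5 / Reagent: SCFSkp2-Nedd8OG substrate at 10 nM final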
PABP1 MLLE inh = blocks PAM2 peptide binding to the PABP1 MLLE domain | GST-MLLE / FITC-PAM2 fluorescence polarization | inhibition, % at 20 µM | actives 0.36% (n = 360,000) | AID 588489; in the data active means inhibition above about 35%, passing the limit was not always enough;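 further: plate controls were DMSO wells with GST-MLLE for no effect and wells lacking GST-MLLE protein for full effect; some results filed as inactive read as strong as hits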
FAS TE block = FAS thioesterase (human) inhibition | actives 0.67% (n = 360,000) | AID 602261 | recombinant FAS-TE, OMFH fluorogenic substrate, fluorescence endpoint | inhibition, % at 15 µM;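 active means compounds whose normalised, plate-corrected inhibition of enzyme fluorescence in the single-dose primary screen is 50% or more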;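 further: 0% = DMSO with enzyme and 100% = substrate without enzyme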
eLon inh = inhibitors of E. coli Lon protease | purified E. coli Lon protease, fluorescence polarization | inhibition, % at 7.94 µM | AID 602123 | actives 0.42% (n = 360,000); in the data active means inhibition above about 13%, passing the limit was not always enough;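 further: 0% = enzyme with probe and DMSO and 100% = no enzyme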
Target sequence (P0A9M0 whole entry, looked up): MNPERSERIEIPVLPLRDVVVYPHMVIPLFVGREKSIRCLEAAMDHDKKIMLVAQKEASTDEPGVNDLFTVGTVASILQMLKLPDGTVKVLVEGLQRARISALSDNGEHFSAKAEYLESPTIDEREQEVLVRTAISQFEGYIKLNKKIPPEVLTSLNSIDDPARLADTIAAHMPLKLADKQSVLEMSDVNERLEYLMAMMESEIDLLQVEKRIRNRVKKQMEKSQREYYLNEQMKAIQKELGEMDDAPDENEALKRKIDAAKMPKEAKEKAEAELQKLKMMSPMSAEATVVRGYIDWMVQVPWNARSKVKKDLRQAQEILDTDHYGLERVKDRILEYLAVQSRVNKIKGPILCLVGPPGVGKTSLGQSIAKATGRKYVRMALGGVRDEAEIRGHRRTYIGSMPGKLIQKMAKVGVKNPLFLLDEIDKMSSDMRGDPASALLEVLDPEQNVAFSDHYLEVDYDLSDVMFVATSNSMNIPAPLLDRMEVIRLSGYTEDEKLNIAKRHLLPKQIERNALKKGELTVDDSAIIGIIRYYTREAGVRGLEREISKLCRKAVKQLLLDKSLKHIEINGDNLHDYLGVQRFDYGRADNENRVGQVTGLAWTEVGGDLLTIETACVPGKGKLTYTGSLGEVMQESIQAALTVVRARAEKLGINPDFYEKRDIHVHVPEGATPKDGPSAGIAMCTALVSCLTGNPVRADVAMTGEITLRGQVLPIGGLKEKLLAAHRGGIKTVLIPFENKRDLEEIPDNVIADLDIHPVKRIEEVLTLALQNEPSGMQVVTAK
bovine MsrA act = activators of bovine methionine sulfoxide reductase A; purified bovine MsrA, absorbance read-out; activation, % at 10.6 µM; actives 0.3% (n = 360,000); in the data active means activation above about 7.5%;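 further: 0% = vehicle and 100% = reference activator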
The depositor's hits bear a star; i = inactive; nt = not tested or not shown; + = active, no number. This is a random part of the collection; 3.7% or so of the library scored in one or more.

Structure,Rpn11 block,MsrA inh,MT1-MMP act inh,Rin1-Abl PPI inh,CSN deneddyl inh,PABP1 MLLE inh,FAS TE block,eLon inh,bovine MsrA act
O=c1ccc2cc3c([nH]c4ccc(Br)cc43)oc-2c1O,+,2.3,-55,37*,29,-14,-10,-32,-1
CCOC(=O)C1CCN(C(=O)CN(c2cc(OC)ccc2OC)S(=O)(=O)c2ccccc2)CC1,i,-0.1,3,-2,-2,3,-3,4,1
CCN(C(=O)COC(=O)c1ccccc1O)c1cccc2ccccc12,i,2.0,0,5,-1,18,40,20,-2
Cc1ccc(-c2[nH]nc(N)c2N=Nc2cccc(Cl)c2C)cc1,i,1.6,6,-1,-3,-3,20,-9,-2
CCCCCOC(=O)CSc1nnc(-c2cc(OC)c(OC)c(OC)c2)o1,i,-0.3,7,-2,-2,-35,7,-3,-2
CN(c1ccccc1)c1ccc(/C=C(/CCC(=O)O)c2nc3ccccc3s2)cc1[N+](=O)[O-],i,1.8,4,2,0,-4,1,3,-4
CCN1CCCC1CNC(=O)C(=O)Nc1ccccc1 (configuration not stated),i,-0.1,2,-1,1,-3,-7,-5,-2
O=C(NCc1ccco1)C(=O)NCC1OCCN1S(=O)(=O)c1ccc(Cl)cc1 (configuration not stated),i,0.2,-6,3,9,3,-6,-3,-1
CC1CCN(c2ccc3c(c2)S(=O)(=O)c2ccccc2C3=O)CC1,nt,0.8,-124,-3,30,-95,-40,-181,0
CC(=O)Oc1ccccc1N(C(C)=O)S(=O)(=O)c1ccc(C)cc1,i,-1.3,-4,-2,4,0,-12,8,-2
C#CCN(C)CCCOc1ccc(Cl)cc1Cl,i,-1.0,4,-2,-6,-21,6,-8,-6
CCN1C(=O)c2ccccc2S(=O)c2ccc(C(=O)NC3CC3)cc21 (configuration not stated),i,0.1,1,-2,0,0,-3,5,-3
CCCCCC(=O)N1C[C@H](O)[C@@H](n2cc(C3CC3)nn2)C[C@@H]1c1ccc(OC)cc1,i,2.1,2,3,-4,-2,-3,-1,-4
COC(=O)[C@]1(C)N[C@H](CN(C)C(=O)c2ccc(C)cc2)[C@@H]2C(=O)N(C)C(=O)[C@@H]21,i,-1.0,1,0,-2,-3,-5,5,-9
O=C(Nc1ccc(S(=O)(=O)N2CCCC2)cc1)c1ccc(CN2CCc3ccccc3C2)cc1,i,0.3,-4,3,-2,-9,30,6,-4
O=C(COc1ccccc1F)N1c2ccccc2CCc2ccccc21,i,1.5,0,2,2,9,22,2,-8
COc1ccc(OC)c(NC(=O)CCNS(=O)(=O)c2ccc3c(c2)CC(C)N3C(C)=O)c1 (configuration not stated),i,-0.1,5,-4,6,13,-4,1,-1
OCCN(CC(O)COc1ccccc1)CC(O)Cn1ccc2ccccc21 (configuration not stated),i,1.8,4,3,-1,1,-6,-7,-6
O=C(Nc1ccccc1)N1CCC(C(=O)N2CCN(S(=O)(=O)c3cccc(F)c3)CC2)CC1,i,1.8,1,0,2,5,-6,-6,2
COc1ccc(Nc2cc(C)nc(N3CCN(C(=O)c4ccc5c(c4)OCO5)CC3)n2)cc1,i,0.6,2,0,-2,10,2,-1,-4

An excerpt from above, limited to Rpn11 block.
Molecule,Rpn11 block
CCOC(=O)C1CCN(C(=O)CN(c2cc(OC)ccc2OC)S(=O)(=O)c2ccccc2)CC1,i
O=C(Nc1ccc(S(=O)(=O)N2CCCC2)cc1)c1ccc(CN2CCc3ccccc3C2)cc1,i

Other structures.
Structure,Rpn11 block,MsrA inh,MT1-MMP act inh,Rin1-Abl PPI inh,CSN deneddyl inh,PABP1 MLLE inh,FAS TE block,eLon inh,bovine MsrA act
O=S1(=O)NC(=NCCc2ccccn2)c2ccccc21,i,-0.5,2,-1,-2,-3,-9,0,-9
CC1CCN(S(=O)(=O)c2nnc(NC(=O)c3cccc([N+](=O)[O-])c3)s2)CC1,i,nt,-11,0,0,-9,22,3,-1
CCOC(=O)C1(CCOc2ccccc2)CCN(Cc2ccc3c(c2)OCCO3)CC1,i,1.0,-6,2,-5,-11,10,-6,-3
Cc1ccc(C(=O)COC(=O)c2cnccn2)cc1,i,0.4,-5,5,-3,4,-8,4,-6
NC(=O)c1ccccc1OCC(=O)c1ccc(Cl)cc1,i,0.1,-1,1,-2,1,-2,9,-7
O=C1Nc2ccccc2C1(O)c1ccccc1 (configuration not stated),i,-0.8,-3,2,-3,7,-1,-6,-2
COc1ccc(CCNCC(=O)Nc2ccc(OC(F)(F)F)cc2)cc1OC,i,-1.3,-1,3,-1,-6,0,-2,-10
CCOC(=O)CSc1nc2ccccc2n1CC(=O)N1CCN(c2ccccc2)CC1,i,nt,0,-4,2,-21,0,6,-2
Cc1ccc(NC(=S)N2CCCCC2)cc1C,i,-1.7,3,-1,9,-93,-5,-4,-3
NS(=O)(=O)c1ccc(CNC(=O)/C=C/c2ccco2)cc1,i,0.2,-4,-2,8,-3,-2,-12,-4
Cc1ccc(N(Cc2ccccc2F)S(C)(=O)=O)cc1C,i,-0.8,4,-2,2,-8,3,-2,0
CCOC(=O)N1CC=C2C(C#N)=C(N)C(C#N)(C#N)[C@H](c3ccsc3)[C@H]2C1,i,1.3,-50,0,-6,14,7,2,-2
CN(C)c1ccc(S(=O)(=O)NCC(=O)NCCC2=CCCCC2)cc1[N+](=O)[O-],i,-0.3,-1,-2,0,4,18,-1,-3
CC1NC2(C(=O)N(Cc3ccccc3)c3ccccc32)C2C(=O)N(c3ccccc3)C(=O)C12 (configuration not stated),i,0.3,1,-1,2,7,-1,5,-2
CN1CCN(CC(=O)c2ccccc2F)CC1,i,0.2,-5,1,5,4,-8,0,-2
CN(C)CCNS(=O)(=O)c1ccc2c3c(cccc13)C(=O)N2,i,1.8,-2,1,2,9,-5,1,-5
CC(C)CNC(=O)C1CCCN(S(=O)(=O)c2ccc(-n3cnnn3)cc2)C1 (configuration not stated),i,-1.6,-5,1,-5,6,-12,-5,-1
CCc1nc2ccc(C(=O)NCc3ccc(OC)cc3)cn2c1N(C)C(=O)Cc1ccccc1,i,-0.1,0,1,-4,3,-5,-15,4
N#Cc1c(-c2ccccc2Cl)noc1/C=C/Nc1ccc(C(=O)O)cc1,i,3.8,-21,-3,2,-11,15,-36,-2
O=C(Nc1c2c(nn1-c1ccccc1)CS(=O)C2)c1ccc2c(c1)OCO2 (configuration not stated),i,-0.4,-2,1,-6,-11,-10,-5,-1

Continued.
Structure,Rpn11 block,MsrA inh,MT1-MMP act inh,Rin1-Abl PPI inh,CSN deneddyl inh,PABP1 MLLE inh,FAS TE block,eLon inh,bovine MsrA act
CCc1nnc(SCC(=O)N2CCCC(N3CCN(c4ccccc4C)CC3)C2)o1 (configuration not stated),i,0.8,0,-2,-3,2,-4,1,-1
Cc1ccc(NS(=O)(=O)c2ccc(-c3ccc(=O)[nH]n3)o2)c(C)c1,i,0.1,-2,-2,1,4,-4,8,-1
O=C(Nc1cn(-c2ccccc2)nc1-c1cccs1)c1ccco1,i,-1.4,-3,-1,-3,18,8,-13,-5
CCOC(=O)CC(NC(=O)c1cc2cc(Cl)cc(Cl)c2oc1=O)c1cccc([N+](=O)[O-])c1 (configuration not stated),i,-1.2,2,-2,-6,13,32,-5,-3
CC(=O)N1CCOc2ccc(S(=O)(=O)N3CCCCC3)cc21,i,0.7,3,-2,-1,-1,-4,3,-4
COc1ccc(-c2nc3ccncc3[nH]2)cc1OC,i,-0.1,8,1,2,5,-1,-5,-4
Cc1cccc(C(=O)N(NC(=O)Oc2ccccc2)C(C)(C)C)c1,i,0.6,6,2,-4,-7,-6,-7,-1
CC1=NN(c2ccccc2)C(=O)/C1=C\C=C1\N(C)c2ccccc2C1(C)C,nt,-0.4,5,-11,33,-118,2,-156,-6
COc1ccc(CC(=O)NC(=S)NNC(=O)COc2c(C)cccc2C)cc1,i,2.0,5,-1,-9,-1,-2,-4,5
CCOC(=O)C1CCCN(c2c(NCCC(C)C)c(=O)c2=O)C1 (configuration not stated),i,-1.0,1,-2,7,-13,-2,-8,-4
O=C(NCc1ccccc1)c1ccc(F)c(S(=O)(=O)N2CCOCC2)c1,i,0.7,5,6,-4,-2,-6,-12,2
CC(C)N(Cc1nc(-c2ccccc2)no1)C(=O)CCCN1C(=O)c2ccccc2C1=O,i,-0.3,-1,4,0,-13,0,-5,-4
O=C(CCN1CCCCC1)Nc1ccccc1,i,-0.5,1,1,0,-6,-12,-10,-10
Cc1c(CC(=O)O)c(=O)oc2c(C)c3occ(-c4ccc(Br)cc4)c3cc12,i,-0.2,5,4,10,-7,26,12,-6
C/C(CC(=O)Nc1c(C)cc(C)cc1C)=N\NC(=O)OC(C)(C)C,i,-1.9,-8,-5,-1,9,-10,-13,-2
O=C(Cn1nnc(N2CCCCC2)n1)c1ccc(Cl)c(Cl)c1,i,0.3,2,-5,-3,2,9,-1,-9
CC(C)(C)C(=O)Nc1ccccc1C(=O)N1CCCC1,i,-1.3,0,-2,5,-9,-7,-4,2
Cc1ccc(Oc2nc3ccccc3n3cccc23)cc1,i,-0.1,-7,-1,5,-4,15,-1,-7
CCOC(=O)c1sc(=NC(=O)c2ccccc2)n(C)c1C,i,0.9,-1,0,-6,-10,0,-4,-3
CC(=O)c1cccc(NC(=O)CCN2C(=O)C3C4CCC(C4)C3C2=O)c1 (configuration not stated),i,2.2,2,-3,-1,4,-4,-8,-7

Next records
Structure,Rpn11 block,MsrA inh,MT1-MMP act inh,Rin1-Abl PPI inh,CSN deneddyl inh,PABP1 MLLE inh,FAS TE block,eLon inh,bovine MsrA act
O=C(NCCOC(=O)c1ccc(Cl)cc1)c1cccnc1,i,-1.0,-1,1,2,-7,-4,16*,-4
CCOC(=O)N1CCN(C(=O)c2ccc(N(Cc3ccc(C)cc3)S(C)(=O)=O)cc2)CC1,i,0.8,-2,-3,-5,5,0,9,0
Cc1cccc2c(N=NC(=O)C(C)n3cnc4ccccc4c3=O)c(O)[nH]c12 (configuration not stated),i,-0.4,0,-2,2,-11,-1,-12,-2
COc1ccc(NC(=O)CN(C)C(=O)c2csc3c2CCCC3)cc1,i,1.7,0,1,4,3,-5,-6,-1
COc1ccc(C(=O)NC[C@H]2O[C@@H](n3cnc4c(N)ncnc43)[C@H](O)[C@@H]2O)cc1OC,i,-1.4,3,4,5,10,-4,1,-7
O=C1N/C(=C/c2cccn2-c2ccccc2)C(=O)N1c1cccc(Cl)c1,i,0.3,13,3,-1,-26,-6,-13,-5
O=c1cc(CSc2ccccc2)nc(-c2ccccc2)[nH]1,i,0.3,2,-2,-6,5,-3,2,-2
CC(C)(C)c1ccc(NC(=O)COC(=O)c2ccc(NS(=O)(=O)c3ccc(F)c(F)c3)cc2)cc1,i,0.8,0,1,-9,-2,32,8,-8
CCOc1ccccc1CNS(=O)(=O)c1csc(C(N)=O)c1,i,0.7,3,3,7,-4,-8,-2,-1
Cc1nnc(SCC(=O)N2c3ccccc3CC2C)s1 (configuration not stated),i,0.6,0,0,1,-5,-1,5,2
COc1ccc(OC)c(CCNC(=O)CS(=O)(=O)Cc2nc(-c3ccc(C)cc3)oc2C)c1,i,0.8,8,-5,3,-8,2,-2,0
CC(=O)Nc1ccc(/C=C2/Sc3ccccc3C2=O)cc1,i,nt,8,-2,5,-31,-3,-13,-3
Cc1cc(C)cc(CC2CC(=O)N(c3ccc4c(c3)OCCO4)C2=O)c1 (configuration not stated),i,1.9,0,6,7,-3,5,12,3
